LYP phosphatase: inhibitors of LYP phosphatase, biochemical, fluorescence intensity, uHTS (AID 1779); recombinant LYP phosphatase, fluorescence intensity; higher % means a stronger effect; 290,000 compounds, 0.054% hits; inhibition, % at 11.5 µM, or IC50 in µM where a hit was titrated; Tyrosine-protein phosphatase non-receptor type 22 (Homo sapiens);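 also: plate controls were vehicle with enzyme for no effect and no enzyme for full effect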
XIAP antagonists: XIAP antagonists, biochemical, IAP family, fluorescence polarization (AID 1018) | 200,000 compounds, 0.007% hits | E3 ubiquitin-protein ligase XIAP (Homo sapiens) | displacement, % at 20 µM; hits with a dose series show IC50 in µM | XIAP BIR domain, fluorescence polarization peptide displacement; higher % means a stronger effect; in the data active = displacement above about 50%; also: a part of the inactive calls stands beside numbers as strong as those of hits
TNAP activation fold: human TNAP enzyme activators, primary screen, biochemical, luminescent, no phosphate acceptor, uHTS (AID 1001); purified TNAP, luminescent activation assay, no phosphate acceptor; higher activation fold means a stronger effect; Alkaline phosphatase, tissue-nonspecific isozyme (Homo sapiens); one-dose activation fold at 20 µM; EC50 in µM for titrated hits; 200,000 compounds, 0.03% hits; in the data active = activation fold from about 3, or a potency from the dose series; inactive = the rest, 99 in 100 with activation fold below about 1.6; also: many of its hits are not listed in these tables
PMI inhibition: human PMI inhibitors, high substrate, primary screen, biochemical, fluorescence intensity, high mannose 6-phosphate (AID 1220). 190,000 compounds, 0.66% hits. inhibition, % at 20 µM, or IC50 in µM where a hit was titrated. recombinant PMI enzyme, coupled fluorescence intensity; higher % means a stronger effect. Mannose-6-phosphate isomerase (Homo sapiens)
Yfh1-off respiration: enhancers of respiration in Yfh1-depleted yeast, dose response, Friedreich's ataxia, plus single-dose screen (AID 1465). S. cerevisiae Yfh1-off respiration, WST-1 reduction, 72 h; higher fold induction means a stronger effect. fold induction at 50 µM; hits with a dose series show EC50 in µM. 220,000 compounds, 0.074% hits;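 active = fold induction of absorbance versus untreated yeast above a set limit, then at least 30% activation at any dose in follow-up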;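 also: activators that raise dye reduction in frataxin-depleted yeast; strong numbers were not always called active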
M1AAP inhibition: P. falciparum M1AAP inhibitors, biochemical, fluorogenic H-Leu-NHMec substrate, 1536-well (AID 1445); recombinant M1AAP, H-Leu-NHMec fluorogenic kinetic assay; higher % means a stronger effect; 220,000 compounds, 0.42% hits; one-dose inhibition, % at 30 µM; IC50 in µM for titrated hits;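 active = primary inhibition above the hit cutoff, then over 50% inhibition at one or more dose response concentrations, cut at about 23% in these data, passing the limit was not always enough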;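 also: plate controls were DMSO full reaction for no effect and no enzyme background for full effect; strong numbers were not always called active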
PMI inhibitors: inhibitors of human PMI, primary screen, biochemical, fluorescence intensity, coupled assay (AID 1209). Mannose-6-phosphate isomerase (Homo sapiens). purified PMI enzyme, coupled fluorescence intensity; higher % means a stronger effect. inhibition, % at 20 µM; hits with a dose series show IC50 in µM. 190,000 compounds, 0.42% hits;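 also: plate controls were DMSO vehicle for no effect and wells lacking substrate for full effect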
WT yeast gro inh: growth inhibition of WT strain, primary screen, mitochondrial fusion inhibitor project, WT and mutant strains, chemical genetic; mitochondrial fusion phenotypic screen; inhibition, % at 10 µM; 190,000 compounds, 2.1% hits; AID 1362, 2008; in the data active = inhibition above about 58%; tested in S. cerevisiae
M17LAP inhibition: P. falciparum M17LAP inhibitors, primary screen, biochemical, fluorogenic H-Leu-NHMec substrate, 1536-well (AID 1619). Leucine aminopeptidase (Plasmodium falciparum (isolate 3D7)). recombinant M17LAP, H-Leu-NHMec fluorogenic kinetic assay; higher % means a stronger effect. inhibition, % at 30 µM, or IC50 in µM where a hit was titrated. 220,000 compounds, 0.38% hits;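 active = compound inhibiting the enzyme by more than half at any dose during confirmatory dose-response retesting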;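 also: plate controls were full reaction with DMSO carrier for no effect and no enzyme background for full effect; strong numbers were not always called active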
WT yeast gro inh mutant strain: recorded beside WT yeast gro inh, whose call it bears; inhibition, %; mitochondrial fusion phenotypic screen, mutant strain inhibition
The depositor's hits bear a star. Rule as the data show it, unless noted: active = inhibition above about 50%; inactive = the rest. Compounds were not picked by outcome; any-hit rate near 3.7%.

Screening CCOC(=O)C(=CNc1cc(C)nn1-c1ccccc1)C(=O)OCC returned LYP phosphatase -0.4%, XIAP antagonists 0.1%, TNAP activation fold 1.1, PMI inhibition 8.8%, Yfh1-off respiration inactive, M1AAP inhibition 1.0%, PMI inhibitors 10.6%, WT yeast gro inh -4.5, M17LAP inhibition 9.7% and WT yeast gro inh mutant strain 7.8.
Screening N#Cc1ccc(C23CC4(C2)[C@H](CN(CC2CCCCC2)[C@@H]4c2ccccc2)C3c2ccc(Cl)nc2)cc1 (stereo not given in full) returned LYP phosphatase -3.2%, Yfh1-off respiration inactive, M1AAP inhibition 3.0% and M17LAP inhibition 6.5%.
For O=C(CSc1ccncc1)Nc1ccc(S(=O)(=O)Nc2nccs2)cc1 the results were LYP phosphatase -5.3%, XIAP antagonists -4.6%, TNAP activation fold 1.1, PMI inhibition -10.9%, Yfh1-off respiration inactive, M1AAP inhibition 11.5%, PMI inhibitors -10.7%, WT yeast gro inh -10.1, M17LAP inhibition 5.7% and WT yeast gro inh mutant strain 1.4.
N#Cc1cc(-c2ccccc2)[nH]c1-c1nccc2ccccc12 was read as LYP phosphatase -3.3%, Yfh1-off respiration inactive, M1AAP inhibition 3.9% and M17LAP inhibition 1.9%.
Screening Cc1ccc(-c2nn(-c3ccccc3)cc2/C=C/C(=O)O)o1 returned LYP phosphatase -1.0%, XIAP antagonists -11.9%, TNAP activation fold 1, PMI inhibition -9.2%, Yfh1-off respiration inactive, M1AAP inhibition 2.6%, PMI inhibitors -17.3%, WT yeast gro inh -1.8, M17LAP inhibition 3.3% and WT yeast gro inh mutant strain -9.9.
O=C(O)C1CCC(=O)N1Cc1ccccc1Cl (stereo not given) was read as LYP phosphatase -3.9%, XIAP antagonists 0.5%, TNAP activation fold 1.1, PMI inhibition 7.0%, Yfh1-off respiration inactive, M1AAP inhibition -2.6%, PMI inhibitors 12.3%, WT yeast gro inh 3.5, M17LAP inhibition 10.3% and WT yeast gro inh mutant strain 8.9.
For COc1cc2c(cc1OC)-c1cc(OCc3ccccc3Cl)nc(=O)n1CC2 the results were LYP phosphatase -7.6%, XIAP antagonists -1.0%, TNAP activation fold 1.1, PMI inhibition 1.5%, Yfh1-off respiration inactive, M1AAP inhibition 21.4%, PMI inhibitors 3.8%, WT yeast gro inh -55.3, M17LAP inhibition 1.8% and WT yeast gro inh mutant strain -48.8.
Screening O=C(Cn1cnnn1)OCC(=O)c1ccc(Cl)s1 returned LYP phosphatase 7.0%, XIAP antagonists -4.8%, TNAP activation fold 1.1, PMI inhibition -24.5%, Yfh1-off respiration inactive, M1AAP inhibition 4.8%, PMI inhibitors -18.2%, WT yeast gro inh -4.9, M17LAP inhibition 0.9% and WT yeast gro inh mutant strain -4.6.
`Cc1ccc2c(c1)C1CN(C)CCC1N2C(=O)Nc1ccc(Cl)cc1` (stereo not given) gave LYP phosphatase -2.1%, XIAP antagonists -1.1%, TNAP activation fold 1.1, PMI inhibition -9.6%, Yfh1-off respiration inactive, M1AAP inhibition 6.6%, PMI inhibitors -10.1%, WT yeast gro inh 27.0, M17LAP inhibition 0.2% and WT yeast gro inh mutant strain 1.8.
`COc1cccc2cc(C(=O)N3CCCCC3C)c(=O)oc12` (stereo not given) gave LYP phosphatase -1.9%, XIAP antagonists -12.0%, TNAP activation fold 1.2, PMI inhibition 7.0%, Yfh1-off respiration inactive, M1AAP inhibition 5.3%, PMI inhibitors 0.7%, WT yeast gro inh -1.8, M17LAP inhibition -5.2% and WT yeast gro inh mutant strain 0.3.
c1ccc2c3c(c(CN4CCCC4)cc2c1)COC3 was read as LYP phosphatase -2.2%, XIAP antagonists -4.3%, TNAP activation fold 1.1, PMI inhibition 8.3%, Yfh1-off respiration inactive, M1AAP inhibition 1.4%, PMI inhibitors 8.8%, WT yeast gro inh -6.8, M17LAP inhibition 11.8% and WT yeast gro inh mutant strain 2.5.
`COc1ccc(OC(C)C(=O)N2CCOCC2)cc1` (stereo not given) gave LYP phosphatase -9.8%, XIAP antagonists -3.7%, TNAP activation fold 1.1, PMI inhibition 5.4%, Yfh1-off respiration inactive, M1AAP inhibition 6.0%, PMI inhibitors 6.4%, WT yeast gro inh -1.2, M17LAP inhibition 2.1% and WT yeast gro inh mutant strain -17.1.
For COc1ccc(OC)c(C2CC(=O)N3CN(c4ccccc4)CSC3=C2C#N)c1 (stereo not given) the results were LYP phosphatase -0.2%, XIAP antagonists -4.5%, TNAP activation fold 1, PMI inhibition -38.7%, Yfh1-off respiration inactive, M1AAP inhibition 10.4%, PMI inhibitors 2.2%, WT yeast gro inh 11.9, M17LAP inhibition 0.4% and WT yeast gro inh mutant strain 3.1.
For COc1ccc(N(CC(=O)NC2CCCC2)C(=O)Cn2nnc(-c3ccc(OC)c(OC)c3)n2)cc1 the results were LYP phosphatase 2.8%, XIAP antagonists -6.2%, TNAP activation fold 1.1, PMI inhibition 1.5%, Yfh1-off respiration inactive, PMI inhibitors 7.0%, WT yeast gro inh -9.8 and WT yeast gro inh mutant strain -2.9.
For Cc1nc(NC(=O)CSc2nnc3ccccn23)c(Cl)cc1Cl the results were LYP phosphatase -7.3%, XIAP antagonists -23.5%, TNAP activation fold 1, PMI inhibition 11.6%, Yfh1-off respiration inactive, M1AAP inhibition 2.3%, PMI inhibitors 8.9%, WT yeast gro inh -1.4, M17LAP inhibition 0.3% and WT yeast gro inh mutant strain -3.1.
Screening CN(C)CC(=O)Nc1ccc(Oc2ccc(Cl)cc2)cc1 returned LYP phosphatase -0.9%, XIAP antagonists -4.3%, TNAP activation fold 1.1, PMI inhibition -11.9%, Yfh1-off respiration inactive, M1AAP inhibition 3.9%, PMI inhibitors -6.3%, WT yeast gro inh 27.7, M17LAP inhibition -0.1% and WT yeast gro inh mutant strain 17.7.
NC(=O)C1CCC(NC(=O)OCc2ccccc2)CC1 (stereo not given) was read as LYP phosphatase -13.3%, XIAP antagonists 1.1%, TNAP activation fold 1.1, PMI inhibition 0.0%, Yfh1-off respiration inactive, M1AAP inhibition 3.8%, PMI inhibitors -4.5%, WT yeast gro inh 5.9, M17LAP inhibition 7.3% and WT yeast gro inh mutant strain 12.8.
For Cc1cccc(Oc2cc([N+](=O)[O-])cc3c2C(=O)Nc2ccccc2O3)c1 the results were LYP phosphatase 1.6%, XIAP antagonists -2.7%, TNAP activation fold 1, PMI inhibition 11.2%, Yfh1-off respiration inactive, M1AAP inhibition -3.8%, PMI inhibitors 7.6%, WT yeast gro inh 39.1, M17LAP inhibition 13.8% and WT yeast gro inh mutant strain 22.0.
`Cc1c(NC(=O)C(=O)/C=C(\O)c2ccc(Br)cc2)c(=O)n(-c2ccccc2)n1C` gave LYP phosphatase 9.1%, XIAP antagonists -6.3%, TNAP activation fold 0.8, PMI inhibition 18.3%, Yfh1-off respiration inactive, M1AAP inhibition 16.8%, PMI inhibitors 12.6%, WT yeast gro inh -4.4, M17LAP inhibition 44.8% and WT yeast gro inh mutant strain -10.8.
CC(=O)c1ccc(NC(=O)C(C)OC(=O)C(C)Oc2cccc(C)c2)cc1 (stereo not given) was read as LYP phosphatase 3.2%, XIAP antagonists -10.8%, TNAP activation fold 1.1, PMI inhibition 11.1%, Yfh1-off respiration inactive, M1AAP inhibition -9.4%, PMI inhibitors 9.9%, WT yeast gro inh 16.1, M17LAP inhibition 0.1% and WT yeast gro inh mutant strain -3.1.
`C[N+]1(C)CC2([N+](=O)[O-])CC=C(Oc3ccccc3)C([N+](=O)[O-])(C2)C1` (stereo not given) gave LYP phosphatase -6.0%, XIAP antagonists -9.6%, TNAP activation fold 1.1, PMI inhibition 7.8%, Yfh1-off respiration inactive, M1AAP inhibition 4.0%, PMI inhibitors 20.6%, WT yeast gro inh 3.3, M17LAP inhibition -6.5% and WT yeast gro inh mutant strain 1.3.
For CN(C)CCOCCOc1ccc(Cl)c2ccccc12 the results were LYP phosphatase -6.0%, XIAP antagonists -6.3%, TNAP activation fold 1, PMI inhibition 4.0%, Yfh1-off respiration inactive, M1AAP inhibition 2.1%, PMI inhibitors 4.6%, WT yeast gro inh 14.4, M17LAP inhibition -5.5% and WT yeast gro inh mutant strain 18.8.
`NS(=O)(=O)c1ccc(F)c(C(=O)O)c1` gave LYP phosphatase -4.3%, Yfh1-off respiration inactive, M1AAP inhibition 2.3% and M17LAP inhibition -14.5%.
Screening O=C(COC(=O)c1ccc(-c2ccccc2)cc1)Nc1ccccc1-c1ccccc1 returned LYP phosphatase -3.0%, XIAP antagonists -2.7%, TNAP activation fold 1.1, PMI inhibition 5.8%, Yfh1-off respiration inactive, M1AAP inhibition 1.4%, PMI inhibitors 20.5%, WT yeast gro inh 20.7, M17LAP inhibition -16.8% and WT yeast gro inh mutant strain 0.6.
Screening O=C1/C(=C/c2cccs2)SC(=S)N1NS(=O)(=O)c1ccccc1 returned LYP phosphatase -3.3%, Yfh1-off respiration inactive, M1AAP inhibition 16.6µM* and M17LAP inhibition 15.4%.
Screening O=C1CC(c2ccccc2)SC(N(c2ccccc2)c2ccccc2)=N1 (stereo not given) returned LYP phosphatase 0.9%, XIAP antagonists -2.2%, TNAP activation fold 1.1, PMI inhibition -2.9%, Yfh1-off respiration inactive, M1AAP inhibition -1.8%, PMI inhibitors 5.0%, WT yeast gro inh -4.0, M17LAP inhibition 2.4% and WT yeast gro inh mutant strain -9.4.
`CC1CN(CCCCN2C(=O)c3ccccc3C2=O)CC(C)O1` (stereo not given) gave LYP phosphatase -2.8%, XIAP antagonists -8.8%, TNAP activation fold 1.1, PMI inhibition -8.7%, Yfh1-off respiration inactive, M1AAP inhibition 5.2%, PMI inhibitors -13.4%, WT yeast gro inh -6.9, M17LAP inhibition 3.7% and WT yeast gro inh mutant strain -8.8.
Screening O=C(c1cccnc1)N1N=C2CCCCCC2C1(O)C(F)(F)F (stereo not given) returned LYP phosphatase 2.6%, XIAP antagonists 1.9%, TNAP activation fold 1, PMI inhibition 5.1%, Yfh1-off respiration inactive, M1AAP inhibition 3.2%, PMI inhibitors -3.2%, WT yeast gro inh -5.7, M17LAP inhibition 8.5% and WT yeast gro inh mutant strain 2.0.
For COC(=O)c1ccc(/C=N/NC(=O)CC(=O)NCc2cccnc2)cc1 the results were LYP phosphatase -4.8%, XIAP antagonists -4.7%, TNAP activation fold 1.1, PMI inhibition -12.3%, Yfh1-off respiration inactive, M1AAP inhibition -9.5%, PMI inhibitors -11.3%, WT yeast gro inh 1.6, M17LAP inhibition 6.1% and WT yeast gro inh mutant strain 6.2.

Pulled by compound from above (2):
`NS(=O)(=O)c1ccc(F)c(C(=O)O)c1` gave LYP phosphatase -4.3%, Yfh1-off respiration inactive, M1AAP inhibition 2.3% and M17LAP inhibition -14.5%.
Screening O=C1CC(c2ccccc2)SC(N(c2ccccc2)c2ccccc2)=N1 (stereo not given) returned LYP phosphatase 0.9%, XIAP antagonists -2.2%, TNAP activation fold 1.1, PMI inhibition -2.9%, Yfh1-off respiration inactive, M1AAP inhibition -1.8%, PMI inhibitors 5.0%, WT yeast gro inh -4.0, M17LAP inhibition 2.4% and WT yeast gro inh mutant strain -9.4.

Source: PubChem BioAssay
